Tau fluor cs = counter-screen for tau fibril formation inhibitors; Potency, µM (top dose mostly 57.7 µM), for the others: top-dose activity change, negative = decrease; tau K18 P301L Alexa594 fluorescence, heparin fibrillization; 280,000 tested, 0.93% active; also: % is scaled to controls: 0 for no effect and ±100 for the full control effect; nearly all actives have a fitted effect of over 55% in size
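Human K18 P301L tau (15 uM unlabeled plus 0.24 uM Alexa 594-labeled, final) in 100 mM sodium acetate pH 7 was mixed with compound and 20 uM heparin and incubated 6 hr at 37 C.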
aGal spleen mod = inhibitors or activators of human alpha-galactosidase in spleen homogenate | 240,000 tested, 0.008% active | Potency, µM (series often up to 80 µM), without a hit: at the top dose activity change, negative = inhibition, actives largely listed as inhibitors | human spleen homogenate, 4MU-alpha-Gal fluorescence, 40 min;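 also: 0% = enzyme with vehicle and -100% = no enzyme basal signal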
Target sequence (P06280 32-429 limits assumed): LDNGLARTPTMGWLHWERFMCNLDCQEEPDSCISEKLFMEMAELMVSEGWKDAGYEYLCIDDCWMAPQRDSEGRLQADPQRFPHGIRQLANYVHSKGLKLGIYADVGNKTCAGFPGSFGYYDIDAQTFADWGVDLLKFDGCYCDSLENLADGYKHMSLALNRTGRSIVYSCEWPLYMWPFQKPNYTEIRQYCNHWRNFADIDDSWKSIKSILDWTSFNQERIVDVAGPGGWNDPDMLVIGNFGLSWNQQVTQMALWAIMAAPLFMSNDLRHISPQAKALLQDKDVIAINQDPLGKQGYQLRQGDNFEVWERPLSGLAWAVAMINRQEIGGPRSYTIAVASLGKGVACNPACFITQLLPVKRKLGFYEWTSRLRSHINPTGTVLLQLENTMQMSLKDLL
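Spleen homogenate 1 ug + cpd (titration) + 4-MU-alpha-D-galactopyranoside 1 mM; 37C 40 min; 50 mM citrate/phosphate pH 5.0, 0.01% Tween-20; stop pH 10; fluorescence 365/440; AC50 via Hill.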
Tau FP inhib = inhibitors of human tau fibril formation. P10636. 280,000 tested, 0.39% active. K18 P301L tau heparin fibrillization, Alexa594 FP, 6 h. Potency, µM (highest dose often 57.7 µM), without a hit: at the highest dose activity, negative = inhibition, most hits filed as inhibitors; also: % is scaled to controls: 0 for no effect and ±100 for the full control effect; nearly all actives have a fitted effect of over 55% in size
Target sequence (P10636 561-689 P618L limits assumed): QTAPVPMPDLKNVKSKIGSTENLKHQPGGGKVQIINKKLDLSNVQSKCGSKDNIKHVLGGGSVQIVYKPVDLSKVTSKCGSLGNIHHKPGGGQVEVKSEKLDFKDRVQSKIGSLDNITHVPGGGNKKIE
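K18 P301L tau (15 uM unlabeled/0.24 uM Alexa 594-labeled, final) + compound + heparin 20 uM final; 100 mM NaOAc pH 7; 6 hr 37 C; ThT 30 uM final added, 1 hr RT; FP ex 555/em 632 nm.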
GAA glycogen = alters human alpha-glucosidase cleavage of glycogen; P10253; recombinant GAA, glycogen substrate, Amplex Red glucose oxidase fluorescence; Potency, µM (titrated, usually from 76.4 µM), inactives show top-dose activity change, negative = inhibition, actives largely listed as inhibitors; 300,000 tested, 0.38% active;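 also: 0% = full enzyme reaction and -100% = no-enzyme basal signal; the screen sought inhibitors and activators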
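Recombinant human enzyme (4 nM); glycogen substrate; 37 C, 40 min, pH 5.0. Readout: coupled glucose oxidase/Amplex Red fluorescence.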
HTT ATP protect = Huntington cell model cytoprotection by ATP luminescence; PC12 HTT-Q103 induced, cytoprotection, ATP luminescence, 40 h; Potency, µM (highest dose often 56.4 µM), for inactives: cytoprotection (ATP increase), actives largely listed as activators; 230,000 tested, 0.14% active; AID 1471;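 also: % of control where 0% means no effect; nearly all actives have a fitted effect of over 45% in size; toxic huntingtin expression switched on by the ecdysone agonist tebufenozide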
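Readout: ATPlite luminescence (ATP level). Model: stable PC12, inducible Htt exon1 Q103-GFP. Inducer: tebufenozide, 100 nM final. Compounds: dose series. No G418 in medium.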
GAA inhib = blocks human lysosomal alpha-glucosidase. purified human GAA, 4-MU-alpha-glucoside fluorescence. 200,000 tested, 0.005% active. P10253. Potency, µM (titrated, usually from 76.9 µM), for the others: at the highest dose activity change, negative = inhibition, usual class: inhibitors. AID 1466;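 also: plate controls were uninhibited enzyme wells for no effect and no-enzyme background for full effect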
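Enzyme (4 nM final) mixed with compound (up to 77 uM), then 4-MU-alpha-D-pyranoside (400 uM final) added; 20 min at room temperature, pH 5.0. Reaction stopped at pH 10, fluorescence read, AC50 derived by Hill fit.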
Tau fibril ThT = inhibitors of human tau fibril formation, thioflavin T binding | recombinant tau K18 P301L, heparin-induced fibrillization, ThT fluorescence | Potency, µM (top dose mostly 57.4 µM), for inactives: at the top dose activity, negative = inhibition, hits mostly inhibitors | AID 1460 | 270,000 tested, 2.1% active; also: % is scaled to controls: 0 for no effect and ±100 for the full control effect; nearly all actives have a fitted effect of over 55% in size
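Fibril formation assay: tau K18 P301L at 15 uM with trace Alexa 594 label, heparin inducer 20 uM, pH 7 sodium acetate buffer, 37 C for 6 hr; endpoint ThT signal.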
aGlu spleen mod = lysosomal alpha-glucosidase (human) modulation; human spleen homogenate, 4-MU-alpha-glucoside fluorescence; 240,000 tested, 0.006% active; Potency, µM (doses to about 79.9 µM), for inactives: at the top dose activity change, negative = inhibition, most hits filed as inhibitors; AID 2112;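 also: 0% = enzyme with vehicle and -100% = no enzyme basal signal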
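Human spleen homogenate (1 ug) incubated with compounds and 1 mM 4-methylumbelliferyl-alpha-D-glucopyranoside in pH 5.0 citrate/phosphate buffer, 37 C, 40 min. Stopped at pH 10; 4-MU fluorescence (Ex 365/Em 440 nm); AC50 by Hill fit.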
Active calls of the source: *; ? = inconclusive; · = no result given; [ ] = remark or other dose. Calls follow the shape of the dose curve; as a rule, active = well fitted curve in the direction sought with a large enough effect; inconclusive = small, poorly fitted or top-dose-only effect, or another doubt; inactive = no such curve, though single readings can be large; an effect the other way counts as inactive or inconclusive. Potency is read from the fitted curve at half-maximal effect.

Start of the data: the first eleven records, ahead of the listing:
SMILES	Tau fluor cs	aGal spleen mod	Tau FP inhib	GAA glycogen	HTT ATP protect	GAA inhib	Tau fibril ThT	aGlu spleen mod
O=C1N/C(=C/c2ccc(Br)cc2)C(O)=C1C=NCc1ccccc1	9.9%	-3.9%	-3.7%	-2.1%	·	2.2%	5.8%	0.6%
COc1ccc(C(CC(=O)O)NC(=O)C2CCCCC2)cc1 (stereo unspecified)	-8.8%	3.7%	-2.4%	-1.1%	-16.0%	-8.9%	-7.3%	-1.0%
Cc1ccc2nc(SCc3ccc([N+](=O)[O-])cc3)nc(C)c2c1	-11.9%	11.3%	-1.3%	2.7%	-4.3%[10 µM]	-11.3%	-13.0%	-3.8%
Cc1oc2c(C)c3oc(=O)c(CCC(=O)N4CCCCC4)c(C)c3cc2c1C	6.6%	·	-7.2%	-12.2%[76.3 µM]	·	·	-4.9%	·
CCCCc1ccc(-c2ccc(Br)cc2)nc1	-11.0%	11.5%	-11.2%	3.6%	-14.6%[1.9 µM]	-9.0%	-8.2%	-3.5%
COc1ccc(Br)cc1C(=O)Nc1cc(C)cc(C)c1	-8.7%	-4.0%	-1.6%	-3.6%	-28.4%	-3.6%	-12.7%	-2.7%
COc1ccc2nc3sc(C(=O)NCCc4ccc(Cl)cc4)cc3cc2c1	-1.6%	·	-15.5%	17.9%[76.3 µM]	·	·	?	·
Cc1ccc(C)c(N2CCN(c3ccc(N4C(=O)COCC4=O)cc3[N+](=O)[O-])CC2)c1	-14.6%	0.0%	-2.3%	4.1%	-9.3%[10 µM]	-0.9%	?	-5.8%
Cc1ccc(OCC(=O)Nc2nonc2-c2ccc(C)c(C)c2)cc1C	5.7%	·	2.1%	12.5%[76.3 µM]	·	·	8.5%	·
COc1ccccc1Nc1ncnc2c1cnn2-c1cccc(C)c1	-25.0%	-10.2%	-5.0%	-8.1%	-32.9%	-9.7%	-19.3%	-4.8%
COc1cc(SC)ccc1C(=O)N1CCN(c2ccccc2)CC1	-8.8%	4.2%	2.4%[2.34 µM]	-12.3%	13.7%[10 µM]	13.2%	-5.5%	-3.0%

The whole of this part (from the top)
SMILES	Tau fluor cs	aGal spleen mod	Tau FP inhib	GAA glycogen	HTT ATP protect	GAA inhib	Tau fibril ThT	aGlu spleen mod
O=C1N/C(=C/c2ccc(Br)cc2)C(O)=C1C=NCc1ccccc1	9.9%	-3.9%	-3.7%	-2.1%	·	2.2%	5.8%	0.6%
COc1ccc(C(CC(=O)O)NC(=O)C2CCCCC2)cc1 (stereo unspecified)	-8.8%	3.7%	-2.4%	-1.1%	-16.0%	-8.9%	-7.3%	-1.0%
Cc1ccc2nc(SCc3ccc([N+](=O)[O-])cc3)nc(C)c2c1	-11.9%	11.3%	-1.3%	2.7%	-4.3%[10 µM]	-11.3%	-13.0%	-3.8%
Cc1oc2c(C)c3oc(=O)c(CCC(=O)N4CCCCC4)c(C)c3cc2c1C	6.6%	·	-7.2%	-12.2%[76.3 µM]	·	·	-4.9%	·
CCCCc1ccc(-c2ccc(Br)cc2)nc1	-11.0%	11.5%	-11.2%	3.6%	-14.6%[1.9 µM]	-9.0%	-8.2%	-3.5%
COc1ccc(Br)cc1C(=O)Nc1cc(C)cc(C)c1	-8.7%	-4.0%	-1.6%	-3.6%	-28.4%	-3.6%	-12.7%	-2.7%
COc1ccc2nc3sc(C(=O)NCCc4ccc(Cl)cc4)cc3cc2c1	-1.6%	·	-15.5%	17.9%[76.3 µM]	·	·	?	·
Cc1ccc(C)c(N2CCN(c3ccc(N4C(=O)COCC4=O)cc3[N+](=O)[O-])CC2)c1	-14.6%	0.0%	-2.3%	4.1%	-9.3%[10 µM]	-0.9%	?	-5.8%
Cc1ccc(OCC(=O)Nc2nonc2-c2ccc(C)c(C)c2)cc1C	5.7%	·	2.1%	12.5%[76.3 µM]	·	·	8.5%	·
COc1ccccc1Nc1ncnc2c1cnn2-c1cccc(C)c1	-25.0%	-10.2%	-5.0%	-8.1%	-32.9%	-9.7%	-19.3%	-4.8%
COc1cc(SC)ccc1C(=O)N1CCN(c2ccccc2)CC1	-8.8%	4.2%	2.4%[2.34 µM]	-12.3%	13.7%[10 µM]	13.2%	-5.5%	-3.0%
COC(C)C(C(=O)OCC1=CCN2CC[C@H](O)[C@@H]12)C(C)C (stereo partly specified)	-15.5%	-21.9%	-9.6%	·	-53.3%[inhibitor]	·	-7.2%	11.2%
O=C(CNC(=O)c1ccc(Br)cc1)NCC(=O)OCc1ccc(Cl)cc1	1.4%	-1.1%	-5.2%	11.8%	-25.4%	-4.4%	7.8%	0.0%
COc1cc2nc(C3CCC3)nc(N3CCN(c4ccccc4OC)CC3)c2cc1OC	-22.7%	5.4%	-0.3%	1.2%	·	-10.7%	?	-0.5%
O=C(COC(=O)/C=C/c1cccc(F)c1)Nc1ccccc1	-3.4%	-2.6%	3.4%	-4.7%	0.6%	5.1%	0.3%	1.4%
Cc1cc(C)c2c(N)c(C(=O)c3ccc(Cl)cc3)sc2n1	-8.4%	-2.8%	1.3%	1.5%	·	2.7%	-3.7%	0.2%
COc1cc(CNn2c(C)n[nH]c2=S)cc(Br)c1OCc1ccc(F)cc1	-26.9%	2.6%	3.6%	-9.1%	·	-10.7%	?	-1.2%
O=C(N/N=C1\CCc2ccccc21)c1ccccc1Cl	2.0%	-2.6%	-2.5%	4.2%	-10.5%[0.074 µM]	-1.8%	?	-5.3%
CCCn1nc(C(=O)OCC(=O)Nc2ncc(Cl)c(C)c2Cl)c2ccccc2c1=O	-1.0%	6.3%	6.1%	8.2%	9.3%[10 µM]	-6.9%	-4.1%	-4.8%
CS(=O)(=O)N1N=C(c2ccccc2)CC1c1ccc2nccnc2c1 (stereo unspecified)	-6.6%	-2.2%	2.8%	-3.3%	·	-2.0%	-7.6%	-4.7%
Cn1cccc1C(=O)NC(=O)CSc1cccc[n+]1[O-]	-12.6%	8.0%	-3.0%	-4.1%	-12.6%	-1.5%	?	4.1%
COCCN(Cc1cn(C)nc1-c1ccccc1F)C(C)C	2.1%	0.1%	1.8%	17.5%	-25.5%	-8.1%	2.3%	-2.6%
COc1ccc(-c2coc3c(CN4CCOCC4)c(O)ccc3c2=O)cc1	-13.7%	5.4%	-5.7%	3.3%	-4.3%[10 µM]	-4.9%[15.4 µM]	-15.0%	3.0%
COC(=O)c1ccc(NC(=O)CCn2c(=O)oc3ccccc32)cc1	-22.0%	4.9%	1.0%	4.4%	-1.3%	-2.6%	-17.8%	0.9%
CCn1cc(/C=N\NC(=O)COc2cccc(C)c2C)c(C)n1	-2.2%	-1.4%	-2.4%	0.1%	19.2%[10 µM]	-2.9%	-4.1%	-0.8%
CC(NC(=O)C12CC3CC(CC(C3)C1)C2)C(=O)NCCN(C)C (stereo unspecified)	-7.6%	1.0%	0.7%	-3.6%	27.9%	7.0%	-9.7%	-6.4%
C=CCNc1nc(-c2c(C)nc3sccn23)cs1	-9.1%	-13.4%	0.0%	-29.8%	21.6%[10 µM]	-7.2%	?	-10.3%
Cc1ccc(C23CC4CC(CC(NC(=O)NC(C)(C)CO)(C4)C2)C3)cc1	-16.5%	3.3%	1.6%	-6.4%	7.8%	-11.2%	-11.4%	-2.5%
c1ccc2[nH]c(CSc3nnc(-c4ccncc4)o3)nc2c1	-3.6%	-2.7%	-6.6%	0.8%	8.0%	-9.2%	-7.6%	1.8%
O=C(Nc1ccccc1)N(CCCN1CCOCC1)Cc1ccccc1F	-0.9%	-9.9%	2.7%	0.4%	-40.8%[inhibitor]	0.0%	1.1%	-2.9%
COc1cccc(CN2CCC(CO)(CC3CCCCO3)CC2)c1 (stereo unspecified)	-8.5%	7.7%	0.6%	-3.4%	-5.1%[10 µM]	-19.8%	-7.6%	7.7%
COc1ccc(/C=N/Nc2nc(NCc3ccco3)nc(Nc3ccc(OC)cc3)n2)cc1	?	0.5%	-2.5%	-16.9%	2.9%[10 µM]	-10.3%	?	-3.3%
COc1ccc(C(=O)NCc2csc(-c3cccs3)n2)cc1	-16.8%	-4.1%	3.4%	-7.1%	4.7%[10 µM]	-0.4%	-16.6%	-4.7%
CC(=O)[C@H]1[C@@H]2C(=O)N(c3cccc(Cl)c3)C(=O)[C@@H]2[C@H]2c3ccccc3C=CN21	-22.7%	9.3%	-17.7%	-25.5%	-23.5%	-9.9%	?	-9.1%
O=C(CN1CCN(S(=O)(=O)c2ccc(Br)cc2)CC1)Nc1ccc(F)cc1F	-12.6%	-11.7%	3.5%	-13.9%	17.9%[10 µM]	-4.7%	-10.7%	-2.6%
Cc1cccc(-n2c(SCc3cc(=O)n4ccsc4n3)nc3ccccc3c2=O)c1	-19.5%	4.9%	-7.3%	1.4%	29.4%	-6.4%	-12.8%	-2.9%
O=C(CSc1ccc(C(F)(F)F)cc1[N+](=O)[O-])Nc1ccc2ccccc2c1	-13.9%	7.5%	-5.3%	0.6%	·	-0.5%	-1.5%	3.0%
CC12CCC(C(=O)NC3CCCCC3)([C@H](Br)C1=O)C2(C)C (stereo partly specified)	-7.8%	10.6%	-4.6%	8.1%	-4.5%[10 µM]	·	-5.1%	3.0%
COC(=O)c1ccc(NC(=O)CSC2=NC(=O)C(c3ccccc3)C(=O)N2)cc1 (stereo unspecified)	-3.7%	3.9%	-14.3%	-2.2%	19.7%[10 µM]	8.9%	?	4.4%
Cc1sc(NC(=O)C(C)C)c(C(=O)Nc2ccccc2)c1C	-6.4%	3.9%	3.1%	-0.9%	-22.4%	-14.1%	1.8%	-1.9%
COc1cc2c(cc1NC(=O)COc1ccc(Br)cc1C)oc1ccccc12	-5.0%	·	0.6%	-3.5%[76.3 µM]	·	·	-17.8%	·

Assay outcomes: PubChem BioAssay, National Center for Advancing Translational Sciences (NCATS)

The order is random (roughly 3.3% active in at least one column).
